CXXC DNA block – blocks binding of human MLL CXXC domain to DNA | MLL-CXXC / FITC-HOXA9 DNA fluorescence polarization | Potency, µM (top dose mostly 115 µM), for the others: top-dose activity change, negative = inhibition, usual class: inhibitors | hit rate 0.037% among 290,000 | AID 2662; active = well fitted inhibition curve with a large enough effect in the polarisation, with a control signal flat, not every such curve was filed as active; inconclusive = small, poorly fitted or top-dose-only effect, or effect the other way, or a change in a side signal; inactive = no such curve, though single readings can be large or run the other way; the % refers to the polarisation; also: potency is read from the fitted curve at half-maximal effect
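Steps: dispense CXXC domain solution (7 uM) → pin compounds or unlabeled HOX-A9 DNA control → 5 min ambient → add FLSN-HOX-A9 solution (50 nM) → spin → 30 min ambient → fluorescence polarization. Tris pH 7.5/NaCl/DTT/BSA buffer.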
BRCA1 expr act – activators of BRCA1 expression. MCF7-BRCA1-FFLuc reporter, luminescence, 48 h; response scale: scaled: vehicle 0%, 10 µM genistein 100%. Potency, µM (series often up to 46.1 µM), without a hit: top-dose activation, usual class: activators. hit rate 1.1% among 380,000. AID 624202; also: potency is read from the fitted curve at half-maximal effect; nearly all actives have a fitted effect of over 80% in size; some results filed as inactive show a strong effect at the top dose
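48 h compound treatment of MCF7-BRCA1-FFLuc cells (phenol-red free MEM, 37 °C), then 15 min with luciferase substrate and luminescence imaging.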
AT treatment – potential ataxia-telangiectasia treatments restoring KAP-1 phosphorylation | hit rate 0.19% among 320,000 | Potency, µM (doses to about 57.5 µM), for inactives: at the top dose activation, actives largely listed as activators | […] A-T fibroblasts, KAP-1 phosphorylation AlphaLISA; neocarzinostatin DNA damage 30 min before lysis; also: potency is read from the fitted curve at half-maximal effect; % of control where 0% means no effect; nearly all actives have a fitted effect of over 45% in size
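ATM-like activity read as KAP-1 phosphorylation via AlphaLISA donor/acceptor antibody pairs after lysis and 6 hr at 25C. Cells were ATM-null patient fibroblasts ([…], hTERT), dosed 60 min, then exposed to the DSB inducer NCS for 30 min.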
TRPV1 agonist – agonists of human vanilloid receptor 1 (TRPV1). activation, % at 8.33 µM. Q8NER1. hit rate 0.19% among 320,000. TRPV1-expressing cells, Fluo-8 calcium influx, agonist mode; in the data active = activation above about 80%; inconclusive = between about 30% and that limit; also: 0% is about no effect
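Cells expressing TRPV1 were dye-loaded with Fluo-8 and read kinetically: 10 s baseline, 3 min after compound (agonist portion), then 2 min after EC20 capsaicin (allosteric enhancer portion). Calcium-bound dye fluorescence at 480/520 nm.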
B2AR arrestin – beta2AR (human) beta-arrestin recruitment activity. P07550. beta-arrestin recruitment to beta2AR, cell-based reporter. Potency, µM (doses to about 46.1 µM), for inactives: top-dose activation, most hits filed as activators. hit rate 0.02% among 330,000. AID 492947;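 also: potency is read from the fitted curve at half-maximal effect; 0% = DMSO controls and full agonism = EC100 isoproterenol or metaproterenol; nearly all actives have a fitted effect of over 65% in size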
TCR activator – activators of T cell receptors | primary human leukocytes, anti-CD3, IL-2 HTRF, 48 h | Potency, µM (doses to about 9.22 µM), for the others: at the top dose activation of IL-2 secretion, hits mostly activators | 330,000 tested, under 10 active; also: % of control where 0% means no effect
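HTRF read-out of IL-2 secretion: europium cryptate donor excited at 320nm, d2 acceptor emission at 665nm. Cells were primary human leukocytes incubated 48 hr with compounds and a-CD3 beads, supplying TCR signal only.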
a7 integrin act – activators of alpha7 integrin expression for muscular dystrophy; alpha7betagal myoblasts, beta-gal FDG fluorescence, 48 h; Potency, µM (titrated, usually from 38.3 µM), inactives show at the top dose activation, usual class: activators; hit rate 0.064% among 350,000;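 also: potency is read from the fitted curve at half-maximal effect; 100% = response of the positive control SU9516; nearly all actives have a fitted effect of over 60% in size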
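alpha7betagal+/- myoblasts (passage 13, 250/well) treated 48 h at 37C with compounds at 1:260 dilution of DMSO stock. Lysed, then beta-galactosidase activity read as FDG fluorescence (ex 480/em 540) after 30 min, with pre-read for autofluorescence.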
TSG101-PTAP inh – blocks PTAP/TSG101 interaction to inhibit HIV-1 budding | 340,000 tested, under 10 active | Fluorescence polarization, FITC-PTAP peptide / Tsg101 binding | AID 493005 | Q99816 | Potency, µM (titrated, usually from 115 µM), for inactives: at the highest dose activity change, negative = inhibition, usual class: inhibitors; active = well fitted inhibition curve with a large enough effect in the main read-out, with a control signal flat, not every such curve was filed as active; inconclusive = small, poorly fitted or top-dose-only effect, or effect the other way, or a change in a side signal; inactive = no such curve, though single readings can be large or run the other way; also: potency is read from the fitted curve at half-maximal effect; % of control where 0% means no effect
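Fluorescence anisotropy tracks displacement of a FITC-tagged PTAP peptide (50 nM) from the Tsg101 binding domain (10 uM), following a 20 min room-temperature incubation at pH 7.5.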
ELG1 repair inh – inhibitors of ELG1-dependent DNA repair in HEK293T cells | HEK293T ELG1-luciferase reporter, luminescence, 16 h; DNA damage induced by 5-fluorouridine | Potency, µM (series often up to 46.1 µM), inactives show at the top dose activity change, negative = inhibition, actives largely listed as inhibitors | hit rate 2.3% among 330,000 | AID 504467; also: potency is read from the fitted curve at half-maximal effect; % is scaled to controls: 0 for no effect and ±100 for the full control effect; nearly all actives have a fitted effect of over 55% in size
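HEK293T cells expressing luciferase-tagged ELG1 (2,000/well) received 5-Fluorouridine plus compound or DMSO for 16 hr at 37 °C. Luciferase was read by ONE-Glo luminescence after 30 min at room temperature.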
p53 reactivation – mutant p53 re-activation in reporter cells | H1299 p53-A138V BP100-luciferase reporter, luminescence, 24 h | Potency, µM (doses to about 92.2 µM), without a hit: at the top dose activity change, positive = activation, actives largely listed as activators | hit rate 0.063% among 320,000; also: potency is read from the fitted curve at half-maximal effect; % of control where 0% means no effect; nearly all actives have a fitted effect of over 45% in size
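H1299 (p53-null), stable ts p53-A138V + BP100-Luc; 1000 cells/well, Opti-MEM/10% FBS; cpd 4 pt, 1:5; 24 h, 37 deg C, 5% CO2; detection reagent 10 min RT; luminescence.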
Active calls of the source: *; ? = inconclusive; . = not tested or not shown; & = joins results of further samples; [ ] = dose if it differs, or a comment. Unless noted, calls follow the shape of the dose curve; as a rule, active = well fitted curve in the direction sought with a large enough effect; inconclusive = small, poorly fitted or top-dose-only effect, or another doubt; inactive = no such curve, though single readings can be large; an effect the other way counts as inactive or inconclusive. This is a random part of the collection, and some 3.8% of all compounds hit somewhere here.

molecule	CXXC DNA block	BRCA1 expr act	AT treatment	TRPV1 agonist	B2AR arrestin	TCR activator	a7 integrin act	TSG101-PTAP inh	ELG1 repair inh	p53 reactivation
O=C(NN1C(=O)C2C3C=CC(C4CC34)C2C1=O)c1ccc(Cl)cc1Cl (stereo not given)	-3.7%	-31.1%	1.2%	27.2	-0.9%	.	18.6%	-4.0%	4.1%	0.5%
COc1ccc(C(=O)/C=C/Nc2ccc(S(N)(=O)=O)cc2)cc1OC	-5.5%	10.5%	-6.1%	0.0	-1.0%	-2.9%	0.4%	-0.7%	4.9%	1.3%
CCOC(=O)c1cnn(-c2cc(Oc3ccccc3C)ncn2)c1N	4.6%	18.9%	1.5%	-0.7	0.0%	-1.5%	-3.3%	-2.1%	-6.3%	8.1%
Cc1cnc(NC(=O)c2cncc(Br)c2)s1	-3.2%	?	-3.6%	-3.4	0.5%	-0.9%	23.4%	-0.5%	?	25.6%
CCc1ccc(NC(=O)C2(C)Cc3ccccc3C(=O)O2)cc1 (stereo not given)	2.4%	?	-6.4%	?	-0.1%	-0.6%	16.4%	-0.8%	?	2.9%
Cc1ccc(S(=O)(=O)c2nnn3c2nc(Nc2cccc(C)c2)c2ccccc23)cc1	?	-1.4%	-1.0%	0.0	-0.9%	-3.3%[46.1 µM]	4.7%	-2.0%	25.2%	-4.4%
COc1ccc(-c2n[nH]c(C)c2-c2ccc(OC)c(OC)c2)c(O)c1	-2.3%	-45.7%	1.6%	8.7	0.2%	-2.3%	-19.9%	-2.3%	?	-6.4%
CCCN(CCC)C(=O)c1ccc2c(c1)N(CC)C(=O)c1ccccc1S2(=O)=O	-4.7%	-41.2%	29.5%	12.3	-0.9%	1.8%	7.3%	0.9%	-3.8%	-5.3%
O=C(C[C@H]1C/C=C\C[C@@H](Cc2ccc(F)cc2)C(=O)OC[C@@H](Cc2c[nH]c3ccccc23)NC1=O)NCCO	.	-8.5%	0.7%	.	-1.3%	-1.4%	-3.4%	-0.9%	-2.5%	-0.6%
O=C(OCC(=O)N1CCc2ccccc21)c1c2c(nc3ccccc13)CCCC2	-7.1%	-30.3%	10.9%	?	-1.0%	-1.4%[46.1 µM]	-33.1%	-4.1%	?	9.3%
COCCOC(=O)c1c(C)n(C)c2ccc(OC(=O)c3ccccc3OC)cc12	9.4%	-2.3%	-1.8%	13.4	-0.9%	-5.7%	2.5%	-1.8%	4.2%	4.9%
Cc1nc(NC(=O)C2CC2)sc1C	-3.1%	14.6%	-23.9%	8.8	-0.3%	1.1%[46.1 µM]	28.8%	-3.6%	-2.1%	6.7%
NC(=O)COC(=O)CC(NC(N)=O)c1ccc(Cl)cc1 (stereo not given)	-9.5%	-17.9%	-11.9%	0.9	-3.0%	-0.8%	7.4%	-1.3%	1.7%	-4.4%
O=C(Nc1cc(Cl)ccc1Cl)Nn1cnnc1	-2.4%	19.9%	1.3%	-2.1	-0.5%	-1.6%	17.0%	-1.8%	14.1%	-7.7%
Cc1ccc(C(C)C)c(OCC(=O)NC2CCN(C)CC2)c1	4.0%	-14.7%	0.0%	1.9	0.1%	-2.2%	-33.3%	-2.0%	5.6%	22.0%
CC(=O)Nc1ccc(OCC(O)Cn2cncn2)cc1 (stereo not given)	14.9%	12.8%	-10.0%	-1.0	-1.1%	0.6%	21.6%	1.2%	12.6%	6.6%
Cc1ccc(NS(=O)(=O)c2ccc3[nH]c(=O)[nH]c3c2)c(C)c1	-28.6%	-25.9%	-2.0%	-0.8	0.0%	3.4%	-12.8%	0.3%	5.2%	8.1%
Cc1nn(-c2ccccc2)c(C)c1C(=O)OCC(=O)NC(=O)NC1CCCC1	-12.9%	1.7%	-6.8%	-1.6	-0.3%	-1.9%	-19.6%	-2.3%	?	-0.6%
COc1ccc([C@H]2C=C3CN(C(=O)OC(C)(C)C)S(=O)(=O)[C@H]3C[C@H]2OC(=O)c2ccc(C(F)(F)F)cc2)cc1	8.8%	0.0%	-10.8%	2.7	-0.1%	-0.9%	-5.5%	0.9%	2.6%	-0.4%
O=C(Nc1ccccn1)Nc1ccccc1[N+](=O)[O-]	11.4%	-18.4%	2.9%	3.2	-0.2%	4.0%	-26.4%	-2.7%	?	21.2%
CN1C(=O)/C(=C/c2ccc3c(c2)OCO3)N=C1c1ccccc1	?	-32.0%	-4.6%	24.2	-0.8%	1.8%[46.1 µM]	14.3%	-7.7%	-5.1%	11.1%
O=c1[nH]c(SCCOc2ccccc2)nc2ccccc12	-3.9%	39.3%	.	-0.5	.	2.5%	7.3%	-2.6%	.	.
O=C(NCCCCCCNC(=O)NCc1ccco1)NCc1ccco1	-16.8%	.	2.4%	1.2	0.5%	.	.	.	14.1%	-3.0%
CCCc1ccccc1OCCNS(=O)(=O)c1cc2c(cc1C)OCC(=O)N2	1.3%	-56.8%	9.6%	-0.3	-0.5%	6.0%	?	-0.2%	-1.7%	5.9%
CCC(C)(C)C1CCC(NC(=O)c2ccc(S(=O)(=O)N3CCOCC3)cc2)CC1 (stereo not given)	.	-40.2%	1.0%	80.4*	-0.1%	-0.7%	26.9%	5.8%	?	5.0%
Cc1cc2ccccn2c1C(=O)c1nc(NCc2ccccc2)ncc1Cl	-3.9%	-48.2%&12.5%	-5.0%	10.3	0.3%	11.2%	-14.3%	1.0%	?	?
CC1=CC=CC2=N/C(=N\S(=O)(=O)c3ccc(F)cc3F)c3ccccc3CN12	7.8%	5.3%	0.5%	9.3	0.0%	-1.6%	-16.2%	-3.3%	-8.6%	7.4%
Cc1cccc(Nc2nc(-c3c(C)nc4ccccn34)cs2)c1	-10.0%	-86.8%	7.9%	2.4	-0.1%	-21.2%	-42.4%	-7.4%	?	-1.9%
Cc1cc(NC(=O)C2CCCO2)ccc1Br (stereo not given)	7.6%	39.5%	2.1%	-0.7	0.1%	4.8%	8.3%	-1.9%	16.0%	-1.6%
CCn1c(Cc2ccccc2)nnc1SCC(=O)NC(C)(C)C	0.4%	-1.3%	-2.9%	-2.1	-0.1%	-0.5%	7.0%	-8.6%	-0.8%	-8.3%
Cc1cccc(NC(=O)C2(C)CC3c4ccccc4C2c2ccccc23)c1 (stereo not given)	22.4%	-1.8%	1.5%	6.5	-0.2%	7.4%	16.1%	0.8%	15.5%	-5.8%
CCC(C)N(NC(C)=O)c1nc(Cl)nc(NC(C)C)n1 (stereo not given)	3.0%	-3.9%	1.2%	-0.7	0.0%	0.3%	2.8%	-2.5%	14.0%	9.5%
O=C(NCc1nnc(SCC(=O)N2CCCc3ccccc32)o1)c1ccco1	4.9%	-7.9%	0.2%	-1.1	-0.2%	9.3%	-3.6%	-6.9%	1.3%	6.1%
COc1ccc(C2CC(c3cccc(C)c3)n3nc(N)nc3N2)cc1 (stereo not given)	2.6%	2.2%	-4.1%	-2.4	-2.5%	-11.6%	18.0%	-6.7%	?	-5.9%
Cc1ccc(S(=O)(=O)N2CCN(C(=O)C3CCCO3)CC2)cc1 (stereo not given)	6.8%	19.6%	27.9%	2.7	-0.2%	-2.8%	5.7%	-2.5%	9.9%	-0.4%
CCN(C(=O)CSc1cc(-c2ccccc2)c2ccc(OC)cc2n1)C1CCS(=O)(=O)C1 (stereo not given)	1.9%	-59.6%	7.2%	-0.3	0.4%	-18.3%[46.1 µM]	-39.9%	-3.7%	?	-30.7%[inhibitor]
Cc1cc(C(=O)N/N=C/c2ccc(-c3ccc([N+](=O)[O-])cc3Cl)o2)n[nH]1	12.4%	-7.0%	8.9%	3.2	-0.9%	-8.8%	-16.9%	-20.8%	-12.6%	2.0%

As a short view, 3 of the compounds above.
molecule	CXXC DNA block	BRCA1 expr act	AT treatment	TRPV1 agonist	B2AR arrestin	TCR activator	a7 integrin act	TSG101-PTAP inh	ELG1 repair inh	p53 reactivation
CN1C(=O)/C(=C/c2ccc3c(c2)OCO3)N=C1c1ccccc1	?	-32.0%	-4.6%	24.2	-0.8%	1.8%[46.1 µM]	14.3%	-7.7%	-5.1%	11.1%
O=c1[nH]c(SCCOc2ccccc2)nc2ccccc12	-3.9%	39.3%	.	-0.5	.	2.5%	7.3%	-2.6%	.	.
O=C(NCCCCCCNC(=O)NCc1ccco1)NCc1ccco1	-16.8%	.	2.4%	1.2	0.5%	.	.	.	14.1%	-3.0%

From PubChem
